# Assay outcomes (PubChem BioAssay)
# FLuc counter – firefly luciferase modulation, counter-screen for miR-21 project | P08659 | 360,000 tested, 6.9% active | AID 588342 | purified FLuc, Km substrates, luminescence inhibition | Potency, µM (titrated, usually from 57.5 µM), for inactives: top-dose activity change, negative = inhibition, actives largely listed as inhibitors;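 also: plate controls were vehicle for no effect and reference inhibitor for full effect; nearly all actives have a fitted effect of over 55% in size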
# Target sequence (P08659 whole entry, looked up): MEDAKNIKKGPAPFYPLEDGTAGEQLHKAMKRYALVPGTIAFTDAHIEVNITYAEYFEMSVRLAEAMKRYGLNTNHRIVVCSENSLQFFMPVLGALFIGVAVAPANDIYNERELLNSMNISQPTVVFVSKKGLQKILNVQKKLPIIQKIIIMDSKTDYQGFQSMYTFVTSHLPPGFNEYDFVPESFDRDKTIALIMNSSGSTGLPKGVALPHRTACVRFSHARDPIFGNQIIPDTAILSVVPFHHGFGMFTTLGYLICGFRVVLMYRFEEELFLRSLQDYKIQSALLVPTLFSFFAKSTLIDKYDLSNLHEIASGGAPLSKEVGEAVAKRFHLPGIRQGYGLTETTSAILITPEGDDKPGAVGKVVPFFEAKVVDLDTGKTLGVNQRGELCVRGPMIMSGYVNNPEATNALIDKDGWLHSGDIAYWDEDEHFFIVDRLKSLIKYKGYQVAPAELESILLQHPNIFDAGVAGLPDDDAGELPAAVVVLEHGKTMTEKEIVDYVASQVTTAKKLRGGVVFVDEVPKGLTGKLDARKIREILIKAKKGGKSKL
#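 Biochemical qHTS of compounds, final roughly 60 µM downward over six points, against 10 nM purified firefly luciferase using Km concentrations of substrates (10 uM D-luciferin, 10 uM ATP) in Tris acetate pH 7.5 buffer; luminescence output.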
# Rab9 promoter act – activates the Rab9 promoter. 320,000 tested, 2.8% active. Huh7 Rab9 promoter-luciferase reporter, luminescence, 24 h. Potency, µM (series often up to 9.22 µM), inactives show top-dose activation, negative = inhibition, usual class: activators. AID 485297; also: % of control where 0% means no effect; nearly all actives have a fitted effect of over 60% in size
#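 Cell-based reporter: Huh7 stable for Rab9 promoter-driven luciferase, plated in reduced-serum medium with 10% FBS at 1500 cells/well, compound-treated 24 h at 37 °C, luminescence read after 10 min reagent.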
# ELG1 genotox – genotoxicity induction in ELG1-luciferase HEK293T cells | HEK293T ELG1-luciferase reporter, luminescence, 16 h | Potency, µM (top dose mostly 46 µM), without a hit: at the highest dose activity change, positive = activation, usual class: activators | 330,000 tested, 1.3% active | AID 504466; also: % of control where 0% means no effect; nearly all actives have a fitted effect of over 60% in size
#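 Genotoxicity was scored as increased ELG1-luciferase reporter signal, measured by ONE-Glo luminescence (30 min, room temperature). Compound or vehicle exposure of the HEK293T reporter cells lasted 16 hr at 37°C.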
# uPA generation – cell surface uPA generation inhibition | 330,000 tested, 0.31% active | cell surface uPA generation assay, qHTS | Potency, µM (series often up to 38.3 µM), inactives show top-dose activity change, negative = inhibition, usual class: inhibitors; active = well fitted inhibition curve with a large enough effect; inconclusive = small, poorly fitted or top-dose-only effect; inactive = no such curve, though single readings can be large or run the other way; tested in mouse RAW 264.7 cells; also: % is scaled to controls: 0 for no effect and ±100 for the full control effect; nearly all actives have a fitted effect of over 55% in size
# BRCA1 expr act – BRCA1 expression activation. MCF7-BRCA1-FFLuc reporter, luminescence, 48 h; response scale: scaled: vehicle 0%, 10 µM genistein 100%. 380,000 tested, 1.1% active. Potency, µM (top dose mostly 46.1 µM), for the others: top-dose activation, most hits filed as activators. AID 624202; also: nearly all actives have a fitted effect of over 80% in size; some results filed as inactive show a strong effect at the top dose
#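 First, MCF7-BRCA1-FFLuc cells (2000/well) attach for 2 h; next, compounds are pin-added and incubated 48 h at 37 °C; finally, luciferase reagent is added and luminescence read after 15 min.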
# p53 reactivation – restores transcriptional activity of mutant p53 | Potency, µM (series often up to 92.2 µM), without a hit: top-dose activity change, positive = activation, most hits filed as activators | 320,000 tested, 0.063% active | H1299 p53-A138V BP100-luciferase reporter, luminescence, 24 h; also: % of control where 0% means no effect; nearly all actives have a fitted effect of over 45% in size
#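 H1299 (p53-null), stable ts p53-A138V + BP100-Luc; 1000 cells/well, Opti-MEM/10% FBS; cpd 4 pt, 1:5; 24 h, 37 deg C, 5% CO2; detection reagent 10 min RT; luminescence.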
# CXXC DNA block – blocks binding of human MLL CXXC domain to DNA | 290,000 tested, 0.037% active | AID 2662 | Potency, µM (top dose mostly 115 µM), inactives show at the top dose activity change, negative = inhibition, usual class: inhibitors | MLL-CXXC / FITC-HOXA9 DNA fluorescence polarization; active = well fitted inhibition curve with a large enough effect in the polarisation, with a control signal flat, not every such curve was filed as active; inconclusive = small, poorly fitted or top-dose-only effect, or effect the other way, or a change in a side signal; inactive = no such curve, though single readings can be large or run the other way; the % refers to the polarisation
#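 Fluorescence polarization: 7 uM MLL-CXXC (stock) preincubated 5 min with compounds, then 50 nM fluorescein-HOX-A9 DNA (stock) added; 30 min ambient. Buffer 50 mM Tris-HCl pH 7.5, 50 mM NaCl, 1 mM DTT, 0.05% BSA.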
# Gal4-VP16 FLuc – counter-screen for ROR gamma inhibitors: Gal4-VP16 reporter. Drosophila S2 Gal4-VP16 UAS-luciferase, luminescence, 20 h. Potency, µM (highest dose often 53.6 µM), for the others: at the top dose activity, negative = inhibition, actives largely listed as inhibitors. 310,000 tested, 3.5% active;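 also: Gal4-VP16 expression switched on by copper sulfate through the metallothionein promoter; % is scaled to controls: 0 for no effect and ±100 for the full control effect; nearly all actives have a fitted effect of over 50% in size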
# RORgamma inh – inhibitors of mouse ROR gamma transcriptional activity | P51450 | Drosophila S2 Gal4-RORgamma UAS-luciferase reporter, 20 h | Potency, µM (titrated, usually from 53.6 µM), for inactives: top-dose activity change, negative = inhibition, usual class: inhibitors | 310,000 tested, 5.4% active | AID 2551; also: % is scaled to controls: 0 for no effect and ±100 for the full control effect; nearly all actives have a fitted effect of over 60% in size
#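 In this cell-based reporter format, copper sulfate (700 uM final) drives Gal4–ROR gamma fusion expression from a metallothionein promoter in Drosophila Schneider cells; compounds preincubated 1 hr, reporter read after 20 hr at ambient temperature.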
# MBNL1-CUG inh – blocks human MBNL1 binding to CUG repeat RNA | Q9NR56 | TR-FRET MBNL1-His/biotin-(CUG)12 binding, 665/545 ratio | Potency, µM (series often up to 57.5 µM), inactives show at the highest dose activity change, negative = inhibition, most hits filed as inhibitors | 280,000 tested, 0.036% active; active = well fitted inhibition curve with a large enough effect in the signal ratio, with a control signal flat, not every such curve was filed as active; inconclusive = small, poorly fitted or top-dose-only effect, or effect the other way, or a change in a side signal; inactive = no such curve, though single readings can be large or run the other way; the % refers to the signal ratio; also: % is scaled to controls: 0 for no effect and ±100 for the full control effect
# Target sequence (Q9NR56 whole entry, looked up): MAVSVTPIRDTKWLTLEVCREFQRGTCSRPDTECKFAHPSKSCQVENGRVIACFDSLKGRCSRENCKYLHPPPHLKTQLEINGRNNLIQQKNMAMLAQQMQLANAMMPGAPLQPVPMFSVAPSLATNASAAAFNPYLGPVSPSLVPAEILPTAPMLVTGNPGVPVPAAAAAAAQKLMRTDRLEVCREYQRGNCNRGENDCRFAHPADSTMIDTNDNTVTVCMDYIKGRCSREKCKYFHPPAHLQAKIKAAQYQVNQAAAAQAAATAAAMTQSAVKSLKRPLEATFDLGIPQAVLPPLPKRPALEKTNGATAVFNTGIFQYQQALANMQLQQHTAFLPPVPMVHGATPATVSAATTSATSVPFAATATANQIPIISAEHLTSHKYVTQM
#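 His-tagged MBNL1 binding to biotinylated (CUG)12 RNA was measured by TR-FRET using terbium anti-His antibody (0.055 ng/ul final) and streptavidin-XL665 (5 nM final). Compounds were titrated 92 nM to 58 uM; 60 min at room temperature.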
# NPC1 promoter act – activates the NPC1 promoter | Potency, µM (highest dose often 9.22 µM), for the others: at the highest dose activation, hits mostly activators | 320,000 tested, 2.4% active | Huh7 NPC1 promoter luciferase reporter, 24 h;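 also: % of control where 0% means no effect; nearly all actives have a fitted effect of over 60% in size; reporter is driven by a mutant NPC1 promoter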
#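 NPC1 promoter–luciferase Huh7 cells; 24 h compound; luminescence.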
# * marks the source's active call; other numbers are inactive results; ? = inconclusive; . = not tested or not shown; [ ] = dose if it differs, or a comment. Unless noted, calls follow the shape of the dose curve; as a rule, active = well fitted curve in the direction sought with a large enough effect; inconclusive = small, poorly fitted or top-dose-only effect, or another doubt; inactive = no such curve, though single readings can be large; an effect the other way counts as inactive or inconclusive. Potency is read from the fitted curve at half-maximal effect.
item	compound	FLuc counter	Rab9 promoter act	ELG1 genotox	uPA generation	BRCA1 expr act	p53 reactivation	CXXC DNA block	Gal4-VP16 FLuc	RORgamma inh	MBNL1-CUG inh	NPC1 promoter act
1	O=S(=O)(c1ccccc1)c1nc(-c2ccccc2F)oc1NCc1cccnc1	-2%	2%	0%	-15%	11%	-5%	47%[activator]	2%	22%	5%	-2%
2	O=c1c2sccc2[nH]c(=S)n1Cc1ccccc1	-6%	-2%	1%	-1%	-16%	-5%	-6%	2.8µM*	1.8µM*	-7%	0%
3	COc1ccc(C)cc1S(=O)(=O)N1CCN(S(=O)(=O)c2cc(C)ccc2OC)CC1	0%	-3%	0%	0%	-12%	1%	?	-6%	-7%	-4%	-2%
4	O=C(COc1cccc(Cl)c1)Nc1ccccc1N1CCCCC1	3%	-2%	-7%	-1%	-42%	7%	.	.	.	.	-1%
5	O=C(O)c1ccc(S(=O)(=O)c2ccc([N+](=O)[O-])cc2[N+](=O)[O-])cc1	-2%	-5%	-1%	?	2%	3%	?	?	-48%	?	-3%
6	Cc1ccc(C(=O)NC(N(C)C)C(Cl)(Cl)Cl)cc1 (configuration not stated)	-6%	-7%	1%	17%	3%	2%	3%	20%	-1%	-2%	0%
7	CCN1CCCC1CNC(=S)Nc1ccc(C(C)=O)cc1 (configuration not stated)	3%	13%	5%	10%	28%	-5%	-7%	-9%	-4%	?	-2%
8	O=[N+]([O-])c1ccc(/C=N/n2c(CO)nc3ccccc32)s1	0%	-43%[inhibitor]	-7%	-15%	-87%	9%	-13%	-25%	-29%	?	-30%[inhibitor]
9	CCS(=O)(=O)c1ccc2oc(SCC(=O)NCCc3ccc(F)cc3)nc2c1	8%	3%	-8%	7%	-5%	-3%	5%	6%	19%	-2%	-3%
10	O=C(c1ccccc1)c1ccc(OCC(O)CN2CCCC2)cc1 (configuration not stated)	-1%	-11%	5%	-1%	1%	1%	0%	?	-3%	17%	-4%
11	S=C(Nc1ccc2c(c1)OCO2)NC1CCN(Cc2ccccc2)CC1	-1%	7%	-7%	.	-16%	2%	15%	-8%	-44%	-5%	0%
12	Cc1ccc(N/C=C(\C#N)S(=O)(=O)c2ccccc2)cc1	-3%	0%	-4%	1%	0%	0%	-12%	-2%	32%	-3%	-4%

# An excerpt from above in order of number of heavy atoms, high to low:
item	compound	FLuc counter	Rab9 promoter act	ELG1 genotox	uPA generation	BRCA1 expr act	p53 reactivation	CXXC DNA block	Gal4-VP16 FLuc	RORgamma inh	MBNL1-CUG inh	NPC1 promoter act
3	COc1ccc(C)cc1S(=O)(=O)N1CCN(S(=O)(=O)c2cc(C)ccc2OC)CC1	0%	-3%	0%	0%	-12%	1%	?	-6%	-7%	-4%	-2%
1	O=S(=O)(c1ccccc1)c1nc(-c2ccccc2F)oc1NCc1cccnc1	-2%	2%	0%	-15%	11%	-5%	47%[activator]	2%	22%	5%	-2%
11	S=C(Nc1ccc2c(c1)OCO2)NC1CCN(Cc2ccccc2)CC1	-1%	7%	-7%	.	-16%	2%	15%	-8%	-44%	-5%	0%

# Next part:
item	compound	FLuc counter	Rab9 promoter act	ELG1 genotox	uPA generation	BRCA1 expr act	p53 reactivation	CXXC DNA block	Gal4-VP16 FLuc	RORgamma inh	MBNL1-CUG inh	NPC1 promoter act
13	Cc1cccc(NC(=O)COc2ccc(/C=C\c3[nH]c(=O)[nH]c(=O)c3[N+](=O)[O-])cc2)c1	-17%	-8%	0%	-4%	6%	11%	-23%	0%	6%	3%	-3%
14	O=C(CN1CCN(c2ccccc2O)CC1)Nc1cccnc1Cl	-2%	0%	0%	-3%	1%	-6%	6%	-7%	9%	-2%	-5%
15	CCCn1c(=O)c(C(=O)NCCc2ccccc2)c(O)c2ccccc21	-11%	11%	9%	2%	25%	.	0%	?	-73%	1%	-2%
16	COc1ccc(-c2cc(C(=O)Nc3ccc(Br)cc3)no2)cc1	1%	0%	?	8%	0%	4%	33%	1%	12%	3%	-2%
17	O=C(c1cn(-c2ccccc2)nc1-c1cccs1)N(CCO)Cc1ccccc1	?	-6%	-9%	-2%	-36%	-8%	8%	?	16%	2%	-1%
18	Cc1ccc(C(=O)O/N=C2\CCSc3ccc(C)cc32)cc1	7.6µM*	1%	?	.	-42%	15%	9%	-1%	23%	-2%	-2%
19	COCC(=O)N1CCC(n2nnc3cc(F)ccc32)CC1	15%	-1%	0%	2%	-10%	-1%	4%	-8%	9%	3%	-1%
20	Cc1ccc(-n2nnnc2SCC(=O)N2CCNC2=O)cc1C	-13%	12%	6%	7%	-11%	5%	.	.	.	.	7%
21	O=C(NCc1cccnc1)c1ccc(-c2ccc(Cl)cc2)o1	?	-1%	0%	-15%	11%	1%	-4%	-12%	?	16%	-3%
22	CC(=O)SCCC(=O)N1C(C)CCCC1C(=O)O (configuration not stated)	2%	-1%	0%	-3%	-5%	-21%	2%	0%	9%	-8%	-1%
23	O=C1C(Cl)=C(N2CCCCC2)C(=O)N1c1ccccc1Cl	-1%	-9%	0%	.	10%	18%	5%	-2%	-15%	?	-4%
24	CCOC(=O)c1c(O)c(O)c(C(=O)OCC)n1-c1ccccc1	-2%	-4%	1%	-7%	-5%	1%	18%	30%	-6%	-14%	-3%

# Other records:
entry	Compound	FLuc counter	Rab9 promoter act	ELG1 genotox	uPA generation	BRCA1 expr act	p53 reactivation	CXXC DNA block	Gal4-VP16 FLuc	RORgamma inh	MBNL1-CUG inh	NPC1 promoter act
25	Cc1c(Cl)cn2c(=O)cc(CN3CCN(c4ccc(F)cc4)CC3)nc2c1Cl	5%	-7%	-10%	.	.	5%	0%	0%	4%	15%	1%
26	CC(C)(C)c1ccc(C(=O)O/N=C(\N)c2ccccc2)cc1	0.76µM*	-12%	?	13%	-73%	-9%	-1%	6.3µM*	1.1µM*	-8%	-16%
27	COc1ccc(NC(=O)c2cc3c(-c4ccc(OC)c(OC)c4)nn(C)c3s2)cc1OC	11µM*	-1%	-2%	-5%	-91%[inhibitor]	13%	7%	-3%	-26%	-10%	0%
28	Cc1ccccc1C(=O)Nc1ccc2c(c1)OCCO2	2.4µM*	0.4µM*	1.8µM*	?	4%	-12%	12%	?	8.9µM*	-4%	0.5µM*
29	CC(=O)c1ccc(OCc2cc(C(=O)N3CCN4CCCC4C3)no2)cc1 (configuration not stated)	3%	4%	-6%	-5%	-19%	-11%	?	5%	11%	-1%	0%
30	O=[N+]([O-])c1cc(F)c(N2CCCCC2)cc1N1CCOCC1	2%	1%	1%	2%	2%	5%	-10%	-1%	2%	?	-6%
31	O=C(N/N=C/c1ccc(OC(F)F)cc1)c1ccc(CSc2nc3ccccc3[nH]2)cc1	17µM*	4%	0%	2%	3%	-1%	-2%	-2%	20%	.	-6%
32	O=S(=O)(Nc1ncccn1)c1ccc(NC(=S)Nc2ccccc2)cc1	3%	2%	-7%	0%	-6%	-2%	-10%	3%	-20%	-2%	-1%
33	CCC(=O)N1CCc2cc(S(=O)(=O)NCCC(=O)N3CCN(c4ccccn4)CC3)ccc21	0%	-16%	-2%	-2%	-1%	-10%	-8%	-3%	3%	-12%	-4%
34	Cc1ccc(CNC(=O)CS(=O)(=O)Cc2nc(-c3ccc(C)cc3)oc2C)cc1	2%	-5%	-2%	8%	-1%	4%	4%	-3%	-21%	1%	-1%
35	CC(=O)NC1=NN(C(C)=O)C(C)(c2ccc(C)o2)S1 (configuration not stated)	3%	2%	10%	1%	3%	2%	-16%	-24%	-3%	-2%	0%
36	CCC(C)[C@H](NC(=O)NCCCOC(C)C)C(=O)OC (some centres not stated)	-2%	2%	1%	5%	0%	1%	1%	-12%	-3%	.	0%
37	CCCNC(=O)Cn1c2ccccc2c2nc(=O)cc(C)n21	-1%	-5%	0%	-3%	-14%	-7%	-8%	-7%	-12%	-3%	5%
38	O=C(CN1C(=O)NC2(CCCCCC2)C1=O)NC1CC1	-1%	-4%	9%	-4%	1%	0%	5%	-1%	1%	1%	-2%
39	COC(=O)c1[nH]c2cc(OC)ccc2c1NC(=O)c1c(F)cccc1F	-3%	-2%	0%	5%	-20%	-4%	45%	-11%	4%	13%	-4%

# These rows are one share of the data (hit frequency here may not be typical).
